Compound activity as filed in PubChem BioAssay.
GAA glycogen mod – GAA glycogen-cleavage inhibition or activation. P10253. recombinant GAA, glycogen substrate, Amplex Red glucose oxidase fluorescence. Potency, µM (series often up to 76.4 µM), inactives show at the highest dose activity change, negative = inhibition, hits mostly inhibitors. actives 0.38% (n = 300,000);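 note: 0% = full enzyme reaction and -100% = no-enzyme basal signal; the screen sought inhibitors and activators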
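Recombinant enzyme (4 nM final) with compounds titrated up to 77 uM and bovine liver glycogen (30 ug) in citrate pH 5.0, 0.01% Tween-20, 37 C 40 min. Released glucose detected by Amplex Red/glucose oxidase (Ex 573/Em 610); AC50 from Hill fits.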
Epigenetic reg – derepresses silenced GFP reporter in murine cells; AID 1865; murine LDR cells, GFP reporter derepression, 30 h; actives 0.2% (n = 280,000); Potency, µM (top dose mostly 53.9 µM), inactives show top-dose GFP activation, hits mostly activators; note: % of control where 0% means no effect; nearly all actives have a fitted effect of over 60% in size
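Reporter derepression read as number of fluorescent GFP-positive objects, 20-120 um in size, counted by laser-scanning cytometer. Mouse LDR line with an epigenetically silenced CMV-GFP locus; compound incubation 30 h, 37 C.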
Tau fluor cs – counter-screen for tau fibril formation inhibitors | tau K18 P301L (four-repeat tau fragment) Alexa594 fluorescence, heparin fibrillization | Potency, µM (highest dose often 57.7 µM), for the others: at the top dose activity change, negative = decrease | actives 0.93% (n = 280,000); note: % is set by controls: 0 for no effect and ±100 for the full control effect; nearly all actives have a fitted effect of over 55% in size
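Human K18 P301L tau (15 uM unlabeled plus 0.24 uM Alexa 594-labeled, final) in 100 mM sodium acetate pH 7 was mixed with compound and 20 uM heparin and incubated 6 hr at 37 C.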
GAA spleen mod – lysosomal alpha-glucosidase (human) modulation; human spleen homogenate, 4-MU-alpha-glucoside fluorescence; Potency, µM (highest dose often 79.9 µM), inactives show at the top dose activity change, negative = inhibition, actives largely listed as inhibitors; actives 0.006% (n = 240,000); AID 2112;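 note: 0% = enzyme with vehicle and -100% = no enzyme basal signal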
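Human spleen homogenate (1 ug) incubated with compounds and 1 mM 4-methylumbelliferyl-alpha-D-glucopyranoside in pH 5.0 citrate/phosphate buffer, 37 C, 40 min. Stopped at pH 10; 4-MU fluorescence (Ex 365/Em 440 nm); AC50 by Hill fit.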
GLA spleen mod – inhibitors or activators of human alpha-galactosidase in spleen homogenate | AID 2107 | actives 0.008% (n = 240,000) | Potency, µM (series often up to 80 µM), for the others: at the top dose activity change, negative = inhibition, usual class: inhibitors | human spleen homogenate, 4MU-alpha-Gal fluorescence, 40 min | P06280;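 note: 0% = enzyme with vehicle and -100% = no enzyme basal signal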
Target sequence (P06280 32-429 limits assumed): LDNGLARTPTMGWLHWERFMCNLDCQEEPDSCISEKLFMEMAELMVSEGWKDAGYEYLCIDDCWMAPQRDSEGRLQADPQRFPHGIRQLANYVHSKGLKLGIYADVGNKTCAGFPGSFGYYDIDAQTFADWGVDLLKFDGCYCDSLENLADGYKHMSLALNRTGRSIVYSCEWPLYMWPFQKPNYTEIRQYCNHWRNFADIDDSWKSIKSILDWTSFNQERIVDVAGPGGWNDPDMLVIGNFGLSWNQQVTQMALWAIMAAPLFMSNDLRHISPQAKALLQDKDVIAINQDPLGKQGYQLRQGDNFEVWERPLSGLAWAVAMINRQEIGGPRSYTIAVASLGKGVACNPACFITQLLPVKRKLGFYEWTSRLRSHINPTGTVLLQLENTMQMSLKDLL
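Human spleen homogenate (1 ug) was the enzyme source, with 4-methylumbelliferyl-alpha-D-galactopyranoside (1 mM final) in pH 5.0 citrate buffer with 0.01% Tween-20. Compounds were titrated; after 40 min at 37C, NaOH/glycine stop, 4-MU fluorescence read; AC50 from Hill fits.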
GAA inhib – blocks human lysosomal alpha-glucosidase; Potency, µM (titrated, usually from 76.9 µM), for the others: top-dose activity change, negative = inhibition, hits mostly inhibitors; actives 0.005% (n = 200,000); purified human GAA, 4-MU-alpha-glucoside fluorescence;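 note: plate controls were uninhibited enzyme wells for no effect and no-enzyme background for full effect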
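Activity normalized between no-enzyme (basal) and enzyme-only wells. Conditions: 4 nM human enzyme, 400 uM fluorogenic substrate, citrate/phosphate pH 5.0 with Tween-20, 20 min room temperature, compounds up to 77 uM.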
NPSR antagonist – neuropeptide S receptor (human) antagonism, cAMP; Q6W5P4; CHO-NPSR cells, cAMP TR-FRET, antagonist mode; Potency, µM (series often up to 38.3 µM), inactives show at the highest dose activity change, negative = inhibition, actives largely listed as inhibitors; actives 1% (n = 220,000); note: % is set by controls: 0 for no effect and ±100 for the full control effect; nearly all actives have a fitted effect of over 50% in size; many of its hits are not listed in these tables
ALDH1A1 inh – blocks purified human ALDH1A1 activity. AID 1030. actives 7.3% (n = 220,000). Purified ALDH1A1, NADH fluorescence, propionaldehyde substrate. Potency, µM (highest dose often 75.3 µM), for inactives: top-dose activity, negative = inhibition, actives largely listed as inhibitors; active = well fitted inhibition curve with a large enough effect, not every such curve was filed as active; inconclusive = small, poorly fitted or top-dose-only effect, or another doubt; inactive = no such curve, though single readings can be large or run the other way;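 note: plate controls were no enzyme wells and a reference inhibitor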
Target sequence (P00352 whole entry, looked up): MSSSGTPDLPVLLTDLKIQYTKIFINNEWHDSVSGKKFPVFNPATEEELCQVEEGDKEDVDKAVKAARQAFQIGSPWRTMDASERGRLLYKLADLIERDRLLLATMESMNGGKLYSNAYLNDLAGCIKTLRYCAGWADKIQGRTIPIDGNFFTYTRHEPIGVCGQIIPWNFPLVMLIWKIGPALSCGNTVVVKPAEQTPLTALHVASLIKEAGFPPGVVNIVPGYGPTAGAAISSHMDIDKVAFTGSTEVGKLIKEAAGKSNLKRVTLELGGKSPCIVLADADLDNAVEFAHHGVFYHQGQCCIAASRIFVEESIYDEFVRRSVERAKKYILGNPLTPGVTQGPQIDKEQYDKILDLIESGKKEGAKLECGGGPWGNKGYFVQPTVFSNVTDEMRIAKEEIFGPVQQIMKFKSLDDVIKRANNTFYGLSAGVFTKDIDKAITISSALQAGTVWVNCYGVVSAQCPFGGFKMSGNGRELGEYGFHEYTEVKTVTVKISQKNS
The depositor's hits bear a star; ? = inconclusive; · = no result given; & = joins results of further samples; [ ] = dose if it differs, or a comment. Unless noted, calls come from the whole dose curve; as a rule, active = well fitted curve in the direction sought with a large enough effect; inconclusive = small, poorly fitted or top-dose-only effect, or another doubt; inactive = no such curve, though single readings can be large; an effect the other way counts as inactive or inconclusive. Potency is the fitted concentration of half-maximal effect. This is a subset. The share of hits here may be higher or lower than overall.

Start of the data: the first 2 compounds, ahead of the listing:
Compound	GAA glycogen mod	Epigenetic reg	Tau fluor cs	GAA spleen mod	GLA spleen mod	GAA inhib	NPSR antagonist	ALDH1A1 inh
COc1ccccc1/C=C\C=N\NC(=O)c1ccco1	-8%	1.7%	1%	1%	0%	-9%	-31%	?
Cc1noc(C)c1S(=O)(=O)N1CCCC(C(=O)N2CCC(C)CC2)C1 (stereo unspecified)	5%	-1.1%	-7%	-5%	-9%	2%	-16%[46.1 µM]	13%

The whole of this part, from the first entry:
Compound	GAA glycogen mod	Epigenetic reg	Tau fluor cs	GAA spleen mod	GLA spleen mod	GAA inhib	NPSR antagonist	ALDH1A1 inh
COc1ccccc1/C=C\C=N\NC(=O)c1ccco1	-8%	1.7%	1%	1%	0%	-9%	-31%	?
Cc1noc(C)c1S(=O)(=O)N1CCCC(C(=O)N2CCC(C)CC2)C1 (stereo unspecified)	5%	-1.1%	-7%	-5%	-9%	2%	-16%[46.1 µM]	13%
CCOc1ccc(-c2nnn(CC(=O)NCCc3c[nH]c4ccccc34)n2)cc1	-1%	0.6%	?	2%	-2%	-2%	-1%[46.1 µM]	3%
Cc1ccc(/C=N/NC(=O)Cc2cccn2C)cc1	-1%	3.1%	-7%	7%	4%	·	-15%	·
C/C(=N\O)C(=O)NCCCNCCCN(C)C	-4%	0.0%	5%	-5%	-2%	0%	-3%[46.1 µM]	-2%
c1ccc(C(c2ccccn2)c2ccccn2)cc1	-1%	-1.2%	7%	-5%	-5%	2%	9%	8%
Cc1cccc(Cn2c(O)c(N=NC(=S)Nc3ccccc3F)c3ccccc32)c1	-2%	-0.2%	?	-13%	-7%	-6%	-16%	?
Cc1cc(C)nc(SCC(=O)Nc2ncc3c(n2)CCCC3=O)n1	2%	-1.1%	1%	8%	0%	-4%	-10%[46.1 µM]	-2%
COc1ccc(CNC(=S)N/N=C(/C)c2ccccc2)cc1	-14%	0.9%	-17%	9%	16%	·	-48%	·
c1ccc(-c2nnc(-c3ccncc3)o2)cc1	1%	1.7%	-6%	1%	6%	-2%	1%[46.1 µM]	-5%
COc1ccc(OCc2nnnn2-c2ccccc2)cc1	0%	0.6%	-14%	-1%	2%	?	-4%[46.1 µM]	?
Cc1cc(-c2cc(-c3ccccc3)on2)nc(NC2CCCC2)n1	-1%	0.0%	-10%	-1%	7%	·	-29%	·
CC(=O)NCC(=O)NC(C(=O)Nc1ccc2c(c1)OCCO2)c1ccccc1 (stereo unspecified)	1%	0.0%	0%	3%	17%	1%	-2%[46.1 µM]	-10%
O=C(c1ccc(S(=O)(=O)N2CCCCC2)cc1)N1CCN(CCN2C(=O)c3cccc4cccc(c34)C2=O)CC1	-9%	1.1%	-18%	2%	-1%	?	-15%	0.63µM*
Cc1ccc(N2C(=O)c3ccccc3C2O)nc1 (stereo unspecified)	8%	-1.0%	-7%	-22%	-7%	-6%	2%	3%
O=C1CCCN2N=C(SCC(=O)Nc3nc4ccccc4s3)SC2=N1	-5%	-2.0%	-2%	11%	7%	6%	-20%	10%
O=C(Cn1c(C(F)(F)F)nc2ccccc21)N1CCCC1	5%	0.1%	-3%	-6%	0%	-1%	3%[46.1 µM]	-4%
O=C(NC1CCCCC1)C(c1ccccc1)N1CCC2(CC1)OCCO2 (stereo unspecified)	6%	0.0%	4%	-1%	0%	2%	-5%[46.1 µM]	?
CCOC(=O)C(=NC1CCCCC1)NNc1cccc(C(F)(F)F)c1	?	-0.9%	?	-1%	5%	-11%	-2%[46.1 µM]	-11%
CC(Oc1cc(-c2ccccc2)cc2ccccc12)C(=O)N1CCOCC1 (stereo unspecified)	3%	0.0%	-8%	-5%	3%	2%	-21%[46.1 µM]	?
CCOc1cc(N2CCOCC2)c(OCC)cc1NC(=O)COc1ccccc1[N+](=O)[O-]	9%	5.8%	-14%	-3%	-6%	5%	-1%	1%
COC(=O)c1cc(NC(=O)c2cc(-c3ccc(C(F)(F)F)cc3)oc2C(F)(F)F)ccc1N1CCOCC1	-11%	2.4%	1µM*[quencher]	-2%	3%	·	-47%	·
O=S(=O)(c1ccc(F)cc1)N1CCC2(CC1)OCCO2	2%	0.0%	-5%	8%	-6%	5%	3%	-3%
CC(=O)CCc1ccc(OCCCCn2cncn2)cc1	2%	0.7%	3%	-3%	2%	2%	11%[46.1 µM]	?
CC(C)(C)n1nnnc1CN(Cc1cccnc1)Cc1ccccc1Cl	1%	0.0%	2%	2%	8%	-2%	-18%[46.1 µM]	?
N#Cc1c(-c2ccccc2Cl)cc(-c2ccccc2)nc1Br	-2%	1.0%	-2%	-3%	-3%	8%	-48%	-1%
Cc1cc(C)cc(OCC(=O)OCC(=O)Nc2c(C)n(C)n(-c3ccccc3)c2=O)c1	8%	-3.0%	2%	0%	1%	6%	9%	2%
CCOc1ccc(NC(=O)NC(=O)N(C)S(=O)(=O)c2ccc(C)cc2)cc1	-4%	4.2%	-14%	3%	4%	8%	31%	6%
CC1(C)CC(=O)C=C(NCc2cccs2)C1	-12%	-0.2%	3%	2%	3%	7%	8%[46.1 µM]	2%
CCOc1ccc(N2C(N)=NC(N)=NC2(C)C)cc1	2%	5.5%	3%	-2%	-2%	?	17%[46.1 µM]	-2%
N#Cc1cc(C(=O)c2cc(Br)ccc2O)cn(C2CCCCC2)c1=O	3%	-1.2%	-11%	4%	3%	2%	-21%[46.1 µM]	0%
O=S(=O)(c1ccc(Br)cc1)N1CCN=C1SCc1cccnc1	2%	-4.0%	-4%	-5%	-4%	0%	-3%	1%
CCOC(=O)c1ccc2c(c1)nc(SCC(=O)c1cc3ccccc3o1)n2CC	-14%	16%	?	3%	-1%	-4%	-15%[46.1 µM]	?
CN(C)c1ccc(Nc2nc(-c3cccnc3)cs2)cc1	?	-2.8%	?	0%	-7%	-4%	-16%[46.1 µM]	3%
Cc1ccc(NC(=O)Nc2ccccc2CC[N+](=O)[O-])cc1	1%	-0.1%	-20%	4%	4%	6%	1%	1%
CCCCC(CC)C(=O)Nc1ncc([N+](=O)[O-])s1 (stereo unspecified)	15%	-1.1%	2%[2.34 µM]	10%	5%	8%	-3%	3%
O=C(O)CC(=O)NC12CC3CC(CC(C3)C1)C2	7%&9%	0.7%&-6.3%	-1%&2%	4%&-3%	5%&2%	-11%&0%	-4%&1%[46.1 µM]	6%&-1%
Cc1cc2oc(=O)cc(-c3ccccc3)c2c(C)c1-c1ccc(F)c(Cl)c1	·	0.0%	-4%[81.3 µM]	2%[119 µM]	3%[119 µM]	·	·	5%
O=C(CC1SC2=NCCN2C1=O)Nc1ccccc1 (stereo unspecified)	-8%	0.0%	-7%	-1%	-8%	2%[15.4 µM]	-7%[46.1 µM]	1%
O=C(CN1CCCCC1)Nc1ccc(S(=O)(=O)NC2CCCCC2)cc1	-2%	-1.0%	-2%	-3%	-4%	7%	8%[46.1 µM]	1%
C#CCOCCOCCOCCNc1nc(OC)nc(N2CCN(C(=O)[C@H](CCCCN)n3cc(C(N)CO)nn3)CC2)n1 (stereo partly specified)	9%	3.6%	6%	-2%	-7%	·	22%	·
COCCCNC(=S)N1CCN(S(C)(=O)=O)CC1	4%	-1.3%	17%	3%	4%	0%	13%	19%
COc1ccc2c(c1)-c1nc(/N=C/c3ccc(O)c(OC)c3)sc1CC2	-19%	1.5%	-24%	-7%	-8%	-9%	5%	25µM*
O=C(CCc1ccc(Oc2cc([N+](=O)[O-])cc([N+](=O)[O-])c2)cc1)NC1CCCC1	1%	2.8%	-20%	-15%	1%	-7%	-10%	-6%
Oc1[nH]c(=S)sc1/C=C1\C(c2ccccc2)=Nc2ccccc21	3%	-0.1%	?	-12%	-7%	-24%	?	?
O=C(CN(c1ccc2c(c1)OCCO2)S(=O)(=O)c1ccccc1)NCc1ccc(Cl)cc1	0%	1.1%	-9%	-1%	1%	?	-11%	-2%
Clc1ccc(CO/N=C2\CCCc3nonc32)cc1	-6%	0.0%	-14%	-13%	-1%	-1%	-10%	2%
Nc1nc(N)c2sc3nc4c(cc3c2n1)CCC4	1%	-1.9%	-14%	-3%	7%	-10%	-10%[46.1 µM]	-6%
CC(C)(C)C(=O)OCC1OC(n2cnc(C(N)=O)n2)C(O)C1O (stereo unspecified)	7%	0.9%	0%	3%	-3%	4%	-3%[46.1 µM]	10%
CN1CCN(C(=O)NCC23CC4CC(CC(C4)C2)C3)CC1	25%	-2.9%	-4%	-4%	-6%	4%	8%	-13%

Additional results
Compound	GAA glycogen mod	Epigenetic reg	Tau fluor cs	GAA spleen mod	GLA spleen mod	GAA inhib	NPSR antagonist	ALDH1A1 inh
CC(C)N(C(=O)NC(=O)Nc1ccccn1)S(C)(=O)=O	1%	-1.1%	2%	5%	10%	2%	16%	-2%
CCOC(=O)c1ccc(N=Nc2c(C)c(C#N)c(O)[nH]c2=O)cc1	1%	6.3%	-29%	4%	9%	-17%	-28%	-5%
Cc1ccc(C2(CCNCc3ccc(N(C)C)cc3)CCOC(C(C)C)C2)cc1 (stereo unspecified)	-4%	2.3%	-3%	-6%	-7%	9%	?	25µM*
COC(=O)[C@@]1(Cc2ccc(F)cc2)[C@H]2c3cc(C(=O)N4CCCC4)n(CCSCCO)c3C[C@H]2CN1C(=O)c1ccccc1	·	-0.1%	-9%	7%	1%	·	·	-2%
COc1cc(Cl)c(S(=O)(=O)NCc2ccccn2)cc1Cl	-7%	2.1%	-2%	-10%	-3%	0%	-2%[46.1 µM]	-4%
COC(=O)C1=C(C)Nc2ncnn2C1c1ccco1 (stereo unspecified)	-5%	0.0%	-3%	-12%	-4%	-2%	6%[46.1 µM]	3%
CC1Cc2ccccc2N1C1=NS(=O)(=O)c2ccccc21 (stereo unspecified)	-1%	-1.0%	-3%	1%	1%	-13%	0%[7.67 µM]	16%
COC(=O)CSc1nc2cc(Cl)ccc2c(=O)n1C1CCCC1	1%	-4.2%	-7%	0%	-7%	-5%	-18%[46.1 µM]	-10%
CCC(NC(=O)c1ccccc1NC(=O)c1ccccc1)C(=O)O (stereo unspecified)	4%	4.1%	-14%	4%	6%	-6%	-9%[46.1 µM]	-6%
